Screening results as filed in PubChem.
NPSR antag = blocks cAMP signaling of the human neuropeptide S receptor; Q6W5P4; CHO-NPSR cells, cAMP TR-FRET, antagonist mode; Potency, µM (doses to about 38.3 µM), without a hit: at the highest dose activity change, negative = inhibition, actives largely listed as inhibitors; 1% of 220,000 active; AID 1461; note: % is set by controls: 0 for no effect and ±100 for the full control effect; nearly all actives have a fitted effect of over 50% in size; many of its hits are not listed in these tables
Target sequence (Q6W5P4 whole entry, looked up): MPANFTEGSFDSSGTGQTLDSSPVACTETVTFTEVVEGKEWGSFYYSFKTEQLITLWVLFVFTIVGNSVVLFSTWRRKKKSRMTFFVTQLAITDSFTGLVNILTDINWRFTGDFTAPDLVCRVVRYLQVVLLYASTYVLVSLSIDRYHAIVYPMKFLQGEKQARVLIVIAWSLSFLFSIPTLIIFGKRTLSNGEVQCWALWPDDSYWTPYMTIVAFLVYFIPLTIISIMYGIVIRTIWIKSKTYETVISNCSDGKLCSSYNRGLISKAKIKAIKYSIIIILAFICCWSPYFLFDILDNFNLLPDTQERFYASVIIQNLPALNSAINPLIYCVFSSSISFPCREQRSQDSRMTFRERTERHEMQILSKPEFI
Epigenetic derep = derepresses silenced GFP reporter in murine cells; Potency, µM (highest dose often 53.9 µM), for inactives: top-dose GFP activation, usual class: activators; murine LDR cells, GFP reporter derepression, 30 h; AID 1865; 0.2% of 280,000 active; note: % of control where 0% means no effect; nearly all actives have a fitted effect of over 60% in size
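Readout is the number of GFP-expressing murine LDR cells, counted by cytometry following washing. Cells were treated with compound for 30 h at 37 C; the stably integrated CMV-GFP locus is normally silent.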
Luc counter = blocks Kinase-Glo luciferase, a counter-screen artifact | Q27757 | Kinase-Glo luciferase, ATP luminescence, 8 min | Potency, µM (highest dose often 38.3 µM), inactives show at the highest dose activity change, negative = inhibition, most hits filed as inhibitors | 0.28% of 200,000 active; note: % is set by controls: 0 for no effect and ±100 for the full control effect; nearly all actives have a fitted effect of over 60% in size
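Inhibition of Kinase-Glo luciferase light generation was assessed at 10 uM ATP in pH 7.2 imidazole buffer, with luminescence measured after eight minutes at ambient temperature.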
IMPase Li cell = membrane-permeable IMPase blocker, potentiated with lithium; CHO-M1 cells, IP1 TR-FRET (IP-One), carbachol + lithium; Potency, µM (doses to about 59.4 µM), for inactives: at the highest dose activity, negative = IMPase inhibition, hits mostly inhibitors; 0.35% of 210,000 active; AID 1457;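 note: IP1 builds up when IMPase is blocked and the TR-FRET signal falls; plate controls were basal vehicle for no effect and high inhibitor control for full effect; nearly all actives have a fitted effect of over 50% in size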
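Concentration–response in CHO-M1 cells, lithium-potentiated; 30 min at 37C. IP1 detected by competitive TR-FRET after 10 min lysis at RT. Hill-fitted AC50.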
GoLoco inh red = RGS12 GoLoco-Gai1 interaction inhibition | Gai1:RGS12 GoLoco peptide FP, rhodamine, 10 min | Potency, µM (doses to about 61.6 µM), for inactives: top-dose activity, negative = inhibition, hits mostly inhibitors | 0.44% of 230,000 active; active = well fitted inhibition curve with a large enough effect, not every such curve was filed as active; inactive = no such curve, though single readings can be large or run the other way; note: % is set by controls: 0 for no effect and ±100 for the full control effect; nearly all actives have a fitted effect of over 30% in size; many of its hits are not listed in these tables
JMJD2E inh = inhibitors of human JMJD2E histone demethylase. B2RXH2. JMJD2E catalytic domain, FDH-coupled NADH fluorescence (FDH is formaldehyde dehydrogenase). Potency, µM (doses to about 57.1 µM), for inactives: at the highest dose activity change, negative = inhibition, actives largely listed as inhibitors. 1.6% of 230,000 active. AID 2147; active = well fitted inhibition curve with a large enough effect, not every such curve was filed as active; inconclusive = small, poorly fitted or top-dose-only effect, or another doubt; inactive = no such curve, though single readings can be large or run the other way;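 note: 0% = wells with enzyme and -100% = buffer wells without enzyme; nearly all actives have a fitted effect of over 50% in size; many of its hits are not listed in these tables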
RECQ1 helicase = RECQ1 (human) helicase inhibition; P46063; RECQ1 DNA unwinding, red fluorescence kinetic read; Potency, µM (series often up to 57.3 µM), inactives show at the highest dose activity, negative = inhibition, usual class: inhibitors; 0.54% of 240,000 active; AID 2549;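 note: plate controls were vehicle for no effect and no enzyme for full effect; nearly all actives have a fitted effect of over 30% in size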
Target sequence (P46063 whole entry, looked up): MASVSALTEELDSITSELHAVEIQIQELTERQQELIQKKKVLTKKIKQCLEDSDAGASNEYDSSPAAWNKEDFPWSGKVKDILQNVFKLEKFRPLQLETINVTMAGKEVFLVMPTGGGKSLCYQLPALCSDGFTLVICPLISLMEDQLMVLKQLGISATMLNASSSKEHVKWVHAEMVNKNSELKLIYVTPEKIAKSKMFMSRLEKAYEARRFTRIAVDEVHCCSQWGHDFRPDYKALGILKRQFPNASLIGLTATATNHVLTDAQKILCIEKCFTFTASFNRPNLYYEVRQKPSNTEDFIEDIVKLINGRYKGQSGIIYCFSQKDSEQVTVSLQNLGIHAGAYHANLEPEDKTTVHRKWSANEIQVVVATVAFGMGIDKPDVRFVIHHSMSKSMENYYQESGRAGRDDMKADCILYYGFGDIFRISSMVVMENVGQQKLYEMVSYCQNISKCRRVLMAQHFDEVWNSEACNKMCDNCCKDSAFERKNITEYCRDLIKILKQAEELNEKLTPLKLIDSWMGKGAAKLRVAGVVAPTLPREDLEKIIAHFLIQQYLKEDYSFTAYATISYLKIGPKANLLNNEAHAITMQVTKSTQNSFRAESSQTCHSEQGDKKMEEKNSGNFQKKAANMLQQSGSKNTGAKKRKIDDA
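RECQ1T1 50 nM; forked duplex (20 bp + 30-nt ss tails) 200 nM, ATP 2 mM final; pH 8.0, 2 mM MgCl2, 2.5 ug/ml poly(dI-dC); 15 min compound preincubation; discontinuous kinetic read over 2 h at RT.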
SMN2 splice enh = enhancers of SMN2 splice variant expression | AID 1458 | 2.8% of 210,000 active | Potency, µM (top dose mostly 46.1 µM), for the others: at the top dose activity change, positive = activation, actives largely listed as activators | HEK293 SMN2-luciferase splicing reporter, luminescence, 30-36 h; note: % of control where 0% means no effect; nearly all actives have a fitted effect of over 55% in size
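HEK293 cells carry an SMN2 minigene-luciferase reporter in which exon 7 inclusion puts luciferase in frame. Cells were seeded at 2000 cells/well, attached for 10-12 hours, then exposed to compounds for 30-36 hours at 37C before ONE-Glo luminescence.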
* marks the source's active call; other numbers are inactive results; i = inactive; ? = inconclusive; . = not tested or not shown; & = joins results of further samples; [ ] = dose if it differs, or a comment. Unless noted, calls come from the whole dose curve; as a rule, active = well fitted curve in the direction sought with a large enough effect; inconclusive = small, poorly fitted or top-dose-only effect, or another doubt; inactive = no such curve, though single readings can be large; an effect the other way counts as inactive or inconclusive. Potency is the fitted concentration of half-maximal effect. Some of the compounds tested; count on the stated rates, not on these rows.

Results follow in this order: NPSR antag | Epigenetic derep | Luc counter | IMPase Li cell | GoLoco inh red | JMJD2E inh | RECQ1 helicase | SMN2 splice enh
> CCC1CCC2(CC1)NC(CO)(CO)CO2 (stereo unspecified)
→ 2%[46.1 µM] | 0.0% | 0% | 1%[38.3 µM] | 4% | 7% | i | 14%
> NC(Cc1ccccc1)(C(=O)O)C(=O)O
→ . | . | -1%[7.66 µM] | -2% | -1%[14.2 µM] | . | . | ?
> Cc1cccc(NC(=S)NNC(=O)c2csc3c2CCCC3)c1
→ -8%[46.1 µM] | -3.2% | 2% | 1%[38.3 µM] | -16% | -6% | -7% | ?
> CCOC(=O)NN1C(=O)c2ccccc2NC1c1ccc(OC)c(OC)c1 (stereo unspecified)
→ 17% | 3.3% | 0% | -4% | 26% | ? | -14% | -16%
> CCc1cc2c(NCCC(=O)O)ncnc2s1
→ 0%[46.1 µM] | -1.0% | 1% | 10%[38.3 µM] | 1% | ? | -12% | 4%
> CCCCN(C)CCNC(=O)C(=O)c1c(C)[nH]c2ccccc12
→ 18% | 3.9% | -2% | -5% | 7% | 0% | 4% | 11%
> O=C(N/N=C/C=C\c1ccccc1[N+](=O)[O-])c1ccco1
→ -31% | 2.3% | 0% | 5% | 9% | 3% | i | -2%
> COC(=O)N1CCC2(CCCN(c3ncccn3)C2)CC1
→ . | . | 1% | -3% | -2% | . | 0% | -5%
> COC1C(O)C(O)C(O)C(O)C1O (stereo unspecified)
→ . | -1.4% | -3% | 3% | -2% | -8% | i | -3%
> O=C(CSc1nnc(-c2ccccc2)n1Cc1ccco1)Nc1ccc(S(=O)(=O)N2CCCC2)cc1
→ -29%[46.1 µM] | 2.2% | -1% | 14%[38.3 µM] | 9% | 2% | -7% | -27%
> CC1CN(C(=O)c2cccc(COc3ccc(Br)cc3)c2)CC(C)O1 (stereo unspecified)
→ -6% | -0.9% | 0% | 8% | 5% | 21% | -4% | 4µM*
> Cn1c(SCc2ccccc2)nnc1-c1ccc2c(c1)OCO2
→ 8%[46.1 µM] | -2.1% | -1% | 22%[38.3 µM] | 6% | 6% | -7% | 22µM*
> CC(C)(C)NC(=O)/C=C/c1cccc(C(F)(F)F)c1
→ 8% | 7.7% | 4% | 0% | 2% | 5% | i | -10%
> C[C@@H](CSC(=N)N)C(N)=O
→ . | . | -6%[7.66 µM] | 2% | 3%[14.2 µM] | . | . | -16%[9.22 µM]
> CCOC(=O)c1c(C)[nH]c(C(=O)/C(C#N)=C/c2ccc(OC)c(OC)c2)c1C
→ 5% | 0.0% | -1% | 11% | 10% | -12% | 71%[activator] | -11%
> c1ccc(-c2csc(-c3ccc(-c4csnn4)cc3)n2)cc1
→ 30% | -1.8% | . | . | 7% | 2% | -3% | .
> FC(F)(F)c1ccc(-c2noc(-c3ccccc3)c2I)cc1
→ . | 0.9% | 2%[39.9 µM] | 15% | 7% | . | i | .
> Cc1ccc2cccc(OCC(=O)NCc3ccco3)c2n1
→ ? | -0.7% | 1% | -16%[38.3 µM] | 3% | ? | -24% | 1%
> N/C(Cc1nc(-c2ccc(F)cc2)cs1)=N\O
→ -23% | 1.5% | . | . | 2% | -6% | -6% | .
> CCSc1ncc(C)cc1[N+](=O)[O-]
→ 23% | 1.0% | -3% | -2% | 1% | 3% | 7% | ?
> CCOc1ccc2nc(SC(C)C(N)=O)[nH]c2c1 (stereo unspecified)
→ -1%[46.1 µM] | -0.8% | -8% | -2%[38.3 µM] | 1% | -8% | -2% | -3%
> CCc1nc(SCc2cccnc2)c2c(=O)n(C)c(=O)n(C)c2n1
→ -12%[46.1 µM] | 0.0% | -1% | 25%[38.3 µM] | 11% | 1% | 6% | -10%
> C=CCOC(=O)N[C@@H](c1ccccc1)[C@@H](C)[N+](=O)[O-]
→ . | -1.1% | 1% | 2% | 5% | 8% | -1% | 6%
> Cc1ccc([N+](=O)[O-])cc1N=Nc1c(-c2ccc([N+](=O)[O-])cc2)[nH]n(C(N)=S)c1=O
→ 10µM* | 0.0% | 3% | 12% | -3% | -3% | -12% | -71%[inhibitor]
> COc1ccc(/C(C)=N/NC(=O)CNC(=O)C2COc3ccccc3O2)c(OC)c1 (stereo unspecified)
→ 25% | -2.8% | . | . | 8% | -3% | -1% | .
> O=C(NCCc1ccccc1)C1CCN(Cc2ccccc2F)CC1
→ 17% | 0.0% | 2% | 8% | -5% | ? | -14% | -27%
> CC(=O)N1CC2(CC(=O)OC(C)C)CN(C(C)=O)CC(CC(=O)OC(C)C)(C1)C2=O
→ 18%[46.1 µM] | -1.9% | 1% | 14%[38.3 µM] | 7% | -9% | 10% | ?
> CC(C)c1onc(C(=O)NCc2ccc(F)cc2)c1[N+](=O)[O-]
→ 7% | -0.9% | 2% | 0% | 8% | 1% | -3% | -5%[1.84 µM]
> CCN(CC)S(=O)(=O)c1ccc(Cl)c(NC(=O)c2ccccc2C)c1
→ -25%[46.1 µM] | -1.1% | -1% | -11%[38.3 µM] | 1% | -3% | -30% | 15%
> CCNc1ccc2c(Cl)cc(=O)oc2c1
→ -6%[46.1 µM] | 0.0% | -3% | -5%[38.3 µM] | 16% | ? | 35µM* | -3%
> COC(=O)c1ccc(C2c3c(oc4ccc(F)cc4c3=O)C(=O)N2CCO)cc1 (stereo unspecified)
→ -6%[46.1 µM] | -0.8% | 1% | -11%[38.3 µM] | -2% | 1% | -9% | -13%
> O=C(Nc1ccc(N2CCCCC2)c(Cl)c1)c1cccnc1
→ -12%[46.1 µM] | 0.0% | -1% | -4%[38.3 µM] | 30% | -3% | -14% | 13µM*
> COc1cc(C2/C(=C(/O)c3ccc(OCC(C)C)cc3)C(=O)C(=O)N2CCN(C)C)ccc1O (stereo unspecified)
→ -3%[46.1 µM] | -0.2% | -5% | -6%[38.3 µM] | -3% | -26% | -10% | 3%
> NC(=S)NC1CC2C=CC1C2 (stereo unspecified)
→ -20% | 0.4% | . | . | 8% | 4% | -3% | .
> Cc1ccc2c(c1)N(Cc1cccc(Cl)c1)C(=O)c1cccnc1O2
→ -26% | -0.9% | 9% | 23% | -11% | 1% | -9% | -28%
> Cc1nnc(SCCn2c(N3CCCCCC3)nc3c2c(=O)[nH]c(=O)n3C)s1
→ -8%[46.1 µM] | 4.0% | 0% | -6%[38.3 µM] | 0% | 4% | -17% | 0%
> CCOC(=O)C1CSC(CC(=O)Nc2ccc(OC(F)(F)F)cc2)C(=O)N1 (stereo unspecified)
→ -14% | 1.1% | . | . | 3% | -3% | 1% | .
> CCN(c1ccccc1)S(=O)(=O)c1ccc(NC(=O)C(C)(C)C)cc1
→ -16%[46.1 µM] | 0.0% | 2% | 33%[38.3 µM] | -14% | 5% | -5% | -19%
> COC(=O)C1=C(C(=O)OC)[C@@H]2N(Cc3ccccc3)c3ccccc3[C@@]23C[C@@H](C(=O)OC)N(S(=O)(=O)c2ccc(OC)cc2)C3=N1
→ . | . | -6%[7.66 µM] | -4% | 2%[14.2 µM] | -2%[11.4 µM] | -4%[11.5 µM] | -3%[9.22 µM]
> CC(C)(C)C(=O)c1cn(CC(=O)NCc2ccc3c(c2)OCO3)c2ccccc12
→ -22%[46.1 µM] | -5.5% | 5% | -1%[38.3 µM] | 0% | -3% | -12% | 13%
> O=C(COC(=O)c1ccccc1Oc1ccccc1)NC1CC1
→ -2% | -1.7% | 4% | 2% | 1% | ? | i | 9%
> COc1ccccc1NS(=O)(=O)c1ccc(C)c(NC(=O)NC2CCCCC2)c1
→ 1% | 1.5% | 1% | -11% | -3% | -9% | 0% | ?
> Cc1ccc(-c2nc3ncccc3o2)cc1NC(=O)c1cc2ccccc2o1
→ ? | -2.9% | -1% | 5%[38.3 µM] | 5% | 7% | -2% | 2%
> N[C@@H](CSCc1ccccc1)C(=O)O
→ . | . | -6%[7.66 µM] | -1% | -9%[14.2 µM] | . | . | -19%[9.22 µM]
> CCOC(=O)CC(NC(=O)CCc1c(C)nc2ncnn2c1C)c1ccc(OC(C)C)cc1 (stereo unspecified)
→ 11% | -0.6%&-1.1% | 9% | -4% | 4% | 3% | -2% | -30%&-2%[inhibitor]
> O=C(NCc1ccccc1)C1=C[C@@H](C2CCCCC2)C[C@@H](OCc2ccc(CO)cc2)O1
→ ? | 0.1% | . | 7% | 0% | -11% | 16µM* | .
> Cc1c(NS(=O)(=O)c2cccs2)cccc1-c1nc2cccnc2s1
→ -14% | -2.8% | . | . | 12% | 25% | 1% | .
> COc1ccc(Cc2nnc(N/N=C/c3ccc(Br)cc3)[nH]c2=O)cc1OC
→ 0% | 2.4% | . | . | 5% | 8% | -3% | .
> COc1cccc(Nc2nc(-c3sc(N)nc3C)cs2)c1
→ -18%[46.1 µM] | -1.0% | 0% | 3%[38.3 µM] | 18% | -4% | -3% | ?
> O=Cc1ccc(OC2OCCOC2Oc2ccc(C=O)cc2)cc1 (stereo unspecified)
→ -16% | 1.3% | 13% | 4% | 1% | ? | -6% | 14%
> CN(CCc1ccccn1)C(=O)c1ccc(OC(F)(F)F)cc1
→ 25% | 2.9% | -1% | -6% | -18% | 2% | -7% | 0%
> COc1ccccc1Nc1ncc(C(C)=O)c(C)n1
→ 6%[46.1 µM] | -2.5% | . | . | . | 3% | -2% | .
> Cc1cc(Cl)c(S(=O)(=O)Nc2ccc(S(=O)(=O)N3CCOCC3)cc2)cc1OCC(N)=O
→ -5% | -0.7% | 3% | 7% | 8% | 14% | i | .
> CCOC(=O)c1sc2nc[nH]c(=O)c2c1C
→ -10%[46.1 µM] | -0.2% | -1% | 5%[38.3 µM] | 6% | ? | -5% | -7%
> O=C(Nc1cccnc1)C1=NN(C2CCS(=O)(=O)C2)C(=O)CC1 (stereo unspecified)
→ 8% | -1.7% | 0% | 4% | 5% | -3% | -4% | 4%
> Cc1cc(Cc2cc(C)c(N)cc2N)c(N)cc1N
→ . | . | -7%[7.66 µM] | 9% | -32%[14.2 µM] | . | . | -6%[9.22 µM]
> Cc1ccc(CN2C(=O)CCC2C(=O)NCCN2CCN(c3cccc(Cl)c3)CC2)cc1 (stereo unspecified)
→ -1% | 1.6% | . | . | 3% | 18% | i | .
> COc1cccc(Cn2c(=O)sc3ccccc3c2=O)c1
→ -21% | -3.7% | 2% | 7% | 12% | -4% | -5% | 0%
